# TRPV1 agonist: HTS Assay for Compounds that Act as Agonists of the Vanilloid Receptor 1 | Transient receptor potential cation channel subfamily V member 1 (Homo sapiens), Q8NER1 | TRPV1-expressing cells, Fluo-8 calcium influx, agonist mode | activation, % at 8.33 µM | hit rate 0.19% among 320,000; in the data active = activation above about 80%; inconclusive = between about 30% and that limit; also: 0% is about no effect
#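 Fluo-8 calcium influx in TRPV1-expressing cells, kinetic read (ex 480/em 520 nm). Compound added and read 3 min for agonist activity, followed by capsaicin at EC20 final and 2 min further read for enhancement.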
# KCNH2 WT inh: qHTS for Inhibitors of KCHN2 3.1: Wildtype qHTS; Voltage-gated inwardly rectifying potassium channel KCNH2 (Homo sapiens), Q12809; U2OS, BacMam KCNH2, thallium flux FluxOr; active compounds read low; activity change, % at 1.84 µM; hit rate 0.37% among 340,000; AID 720551, 2013;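 active = maximum activity change below -70%; inconclusive = maximum activity change between -70% and -50%; inactive = maximum activity change above -50%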; also: % is scaled to controls: 0 for no effect and ±100 for the full control effect
#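 U2OS cells were transduced with wild-type KCNH2 virus (2.03 x 10^8 / mL) for 4 h at room temperature, then cultured overnight at 37 C. Thallium flux was read with FluxOr dye. Rate constants were normalized to DMSO controls.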
# TSHR antag: Antagonists of the Thyroid Stimulating Hormone Receptor: HTS campaign. Thyrotropin receptor (Homo sapiens), P16473. TSHR-expressing cells, TSH-stimulated cAMP HTRF, 2 h; active compounds read low. activity change, negative = inhibition, % at 11.5 µM. hit rate 0.2% among 330,000;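 active = activity change below a set negative limit, meaning inhibition stronger than a set level, cut at about -70% in these data; inconclusive = activity change between two set negative limits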; also: % is scaled to controls: 0 for no effect and ±100 for the full control effect
#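 Antagonism was scored as loss of TSH-driven cAMP in TSHR cells, stimulated with 4nM TSH (EC80) for 2 hours at 37 deg C and detected by homogeneous HTRF competition immunoassay.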
# ELG1 DNA repair: qHTS screen for small molecules that inhibit ELG1-dependent DNA repair in human embryonic kidney (HEK293T) cells expressing luciferase-tagged ELG1. Potency, µM (titrated, usually from 46.1 µM), inactives show at the top dose activity change, negative = inhibition, hits mostly inhibitors. HEK293T ELG1-luciferase reporter, luminescence, 16 h; DNA damage induced by 5-fluorouridine. hit rate 2.3% among 330,000; also: potency is read from the fitted curve at half-maximal effect; % is scaled to controls: 0 for no effect and ±100 for the full control effect; nearly all actives have a fitted effect of over 55% in size
#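 Step one: seed 2,000 cells per well. Step two: pin-transfer compound or DMSO alongside 5-fluorouridine. Step three: incubate 16 hr, 37 °C, 5% CO2. Step four: add ONE-Glo, wait 30 min, read luminescence.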
# Mito fusion yeast: qHTS Assay for Small Molecule Inhibitors of Mitochondrial Division or Activators of Mitochondrial Fusion; hit rate 0.23% among 320,000; Potency, µM (series often up to 46.1 µM), for the others: at the highest dose growth rescue (activation), hits mostly activators; S. cerevisiae fusion-defective mutant growth rescue, CellTiterGlo 48 h;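 also: potency is read from the fitted curve at half-maximal effect; % of control where 0% means no effect; nearly all actives have a fitted effect of over 45% in size; temperature-sensitive fusion mutants such as fzo1-1 at 37 °C on non-fermentable ethanol glycerol medium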
#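 Temperature-sensitive fusion-defective S. cerevisiae (e.g. fzo1-1, mgm1-5) were grown with compound in YPEG medium (3% ethanol, 3% glycerol) for 48 hours at 37C. Growth rescue was measured as viability by CellTiterGlo luminescence after 10 minutes at ambient.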
# AT treatment: qHTS Assay for Identifying a Potential Treatment of Ataxia-Telangiectasia | […] A-T fibroblasts, KAP-1 phosphorylation AlphaLISA; neocarzinostatin DNA damage 30 min before lysis | Potency, µM (highest dose often 57.5 µM), for inactives: top-dose activation, actives largely listed as activators | hit rate 0.19% among 320,000 | AID 485349, 2010; also: potency is read from the fitted curve at half-maximal effect; % of control where 0% means no effect; nearly all actives have a fitted effect of over 45% in size
#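 hTERT-immortalized A-T patient fibroblasts ([…]), 500 cells/well in OPTI-MEM, 1% FBS, got compounds for 60 min, then NCS for 30 min at 37C. Lysates were then assayed for phospho-KAP-1 by AlphaLISA (anti-pKAP1 donor, anti-KAP1 acceptor beads), 6 hr at 25C.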
# USP2a inh: qHTS Assay for Inhibitors of Ubiquitin-specific Protease USP2a Using CHOP2 as the Reporter; hit rate 0.01% among 330,000; USP2 core, Ub-CHOP2 coupled fluorogenic reporter, 485/531; Potency, µM (titrated, usually from 38.3 µM), without a hit: at the highest dose activity change, negative = inhibition, actives largely listed as inhibitors; Ubiquitin carboxyl-terminal hydrolase 2 (Homo sapiens), O75604;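 also: potency is read from the fitted curve at half-maximal effect; plate controls were DMSO wells for no effect and full inhibition by NEM control for full effect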
# Target sequence (O75604 whole entry, looked up): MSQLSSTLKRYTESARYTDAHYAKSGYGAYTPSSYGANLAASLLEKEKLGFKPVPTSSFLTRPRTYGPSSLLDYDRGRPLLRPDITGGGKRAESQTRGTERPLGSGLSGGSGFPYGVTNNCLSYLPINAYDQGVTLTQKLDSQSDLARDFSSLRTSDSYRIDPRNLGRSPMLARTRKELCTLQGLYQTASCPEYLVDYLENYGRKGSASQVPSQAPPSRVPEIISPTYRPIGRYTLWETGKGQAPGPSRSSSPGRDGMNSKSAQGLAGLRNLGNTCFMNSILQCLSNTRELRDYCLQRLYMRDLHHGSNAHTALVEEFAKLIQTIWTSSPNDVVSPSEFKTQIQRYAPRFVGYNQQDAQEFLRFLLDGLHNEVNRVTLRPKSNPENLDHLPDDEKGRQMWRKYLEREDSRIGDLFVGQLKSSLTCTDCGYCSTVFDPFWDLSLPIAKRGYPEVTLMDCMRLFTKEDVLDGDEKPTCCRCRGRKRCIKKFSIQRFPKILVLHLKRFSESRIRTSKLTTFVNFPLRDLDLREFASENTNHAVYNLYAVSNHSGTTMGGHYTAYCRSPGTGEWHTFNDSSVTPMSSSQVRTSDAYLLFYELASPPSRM
#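 Cell-free coupled assay: 10nM USP2 core preincubated 30min RT with compound in Tris-HCl pH 8.0/CaCl2/CHAPS buffer, then 25nM Ub-CHOP2 and 25nM reporter substrate; fluorescence (Ex 485/Em 531) read after 60min RT, normalized to NEM inhibition, concentration-response curves fitted.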
# TCR activator: Activators of T cell receptors: qHTS campaign. primary human leukocytes, anti-CD3, IL-2 HTRF, 48 h. Potency, µM (series often up to 9.22 µM), inactives show top-dose activation of IL-2 secretion, hits mostly activators. 330,000 tested, under 10 active. AID 504894, 2011; also: % of control where 0% means no effect
#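 Using a-CD3 beads without co-stimulation, primary human leukocytes were exposed to compounds for 48 hr. An HTRF IL-2 kit measured the cytokine, with europium-to-d2 energy transfer producing emission at 665nm upon 320nm excitation.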
# KCNH2 3.1 block: qHTS for Inhibitors of KCHN2 3.1: Mutant qHTS; activity change, % (tested at about 1.8 µM); U2OS KCNH2 3.1, thallium flux FluxOr; active compounds read low; Potassium voltage-gated channel subfamily H member 2, brain isoform KCNH2 3.1 (human); hit rate 0.95% among 340,000;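 active = maximum activity change below -70%; inconclusive = maximum activity change from -70% to -50%; inactive = maximum activity change above -50%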;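 also: thallium influx rate constant from kinetic fluorescence after stimulation buffer; % is scaled to controls: 0 for no effect and ±100 for the full control effect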
#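 Normalized rate constant (relative to positive and negative DMSO controls) derived from a 2 min kinetic fluorescence read after stimulation; U2OS cells expressing the 3.1 isoform via virus at 1.77 x 10^8 /mL.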
# Eya2 phos inh: qHTS Assay for Inhibitors of the Phosphatase Activity of Eya2; recombinant Eya2, OMFP fluorescence dephosphorylation (OMFP is methylfluorescein phosphate); AID 488837, 2010; Potency, µM (highest dose often 76.9 µM), for the others: top-dose activity, negative = inhibition, hits mostly inhibitors; hit rate 0.006% among 330,000; Protein phosphatase EYA2 (Homo sapiens), O00167; also: potency is read from the fitted curve at half-maximal effect; % is scaled to controls: 0 for no effect and ±100 for the full control effect
#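 Eya2 (0.2 uM) preincubated 10 min at ambient with compound, then OMFP substrate added at 50 uM; 10 min reaction in 50 mM HEPES pH 7.5, 50 mM NaCl, 5 uM MgCl2, 0.05% BSA, 1 mM DTT. Fluorescence read at Ex 485/Em 525 nm.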
# The depositor's hits bear a star; ? = inconclusive; . = not tested or not shown; [ ] = dose if it differs, or a comment. Unless noted, calls follow the shape of the dose curve; as a rule, active = well fitted curve in the direction sought with a large enough effect; inconclusive = small, poorly fitted or top-dose-only effect, or another doubt; inactive = no such curve, though single readings can be large; an effect the other way counts as inactive or inconclusive.
# Below each SMILES – TRPV1 agonist	KCNH2 WT inh	TSHR antag	ELG1 DNA repair	Mito fusion yeast	AT treatment	USP2a inh	TCR activator	KCNH2 3.1 block	Eya2 phos inh
1) COc1ccccc1C(=O)NC(=O)COc1cc(Cl)ccc1Cl
    4.4	-4.1	.	7.2%	0.2%	-2.7%	0.2%	-1.6%	-5.7	-0.7%
2) O=C(NCc1cc([N+](=O)[O-])ccc1O)c1cccnc1Sc1ccccc1
    -1.0	18.1	-13.7	-7.8%	-0.3%	10.7%	-0.6%	-3.6%	-14.3	-22.8%
3) COc1nc(OC)nc(N2CCCCCC2)n1
    0.8	-7.9	-0.7	2.9%	4.4%	.	-10.4%	-1.7%[46.1 µM]	1.0	0.2%
4) COc1ccc2c(c1)-c1c(ssc1=S)C(C)(C)N2
    0.2	-2.6	14.1	2.59µM*	3.8%	-5.9%	-1.9%	2.7%[46.1 µM]	7.0	-19.7%
5) CCOC(=O)/C=C1\SCC(=O)N1CC(=O)NCCc1ccc(F)cc1
    2.0	-2.0	4.9	3.3%	4.0%	-0.6%	0.7%	-1.4%	-0.3	0.2%
6) CCOC(=O)c1cnc(SCC(=O)Nc2nc(C)c(C)s2)nc1N
    -1.3	13.6	-5.3	-14.5%	-0.6%	-2.5%	-1.1%	-3.1%	-23.4	-23.7%
7) COCCSc1nnc(NC(=O)c2ccc(NC(C)=O)cc2)s1
    -3.5	8.3	23.1	-11.3%	-3.3%	-3.4%	9.0%	-1.0%	-0.2	4.6%
8) Cc1ccc(Cl)c2c1NC(=O)C2(O)CC(=O)c1ccccc1O (centres undefined)
    2.1	-0.2	3.6	11.7%	-4.5%	2.1%	0.4%	1.7%[46.1 µM]	20.5	-6.7%
9) CCc1ccc2c(c1)C(NC(C)=O)C(=O)N2CC (centres undefined)
    -4.7	-5.3	18.0	0.4%	-6.5%	13.6%	-0.3%	-30.1%	4.5	3.4%
10) C=CCn1c(SCC(=O)N2CCCCC2)nc(O)cc1=O
    -1.3	-0.7	-7.8	-4.5%	-1.7%	-1.6%	-0.5%	16.0%	8.3	5.1%
11) Fc1cnc(N2CCOCC2)nc1NCc1ccccc1
    -2.9	-10.3	-0.8	7.7%	0.4%	0.1%	1.8%	1.7%	-5.3	-21.5%
12) O=C(Nc1cc(C(F)(F)F)ccc1N1CCCCC1)c1ccc(Br)o1
    6.7	-4.3	8.0	8.2%	2.4%	3.4%	-1.3%	0.1%	-3.5	-4.0%
13) CCn1nc(C)cc1C(=O)N1CCCC(C(=O)c2ccc(OC)cc2C)C1 (centres undefined)
    9.0	13.1	-2.7	?	-7.8%	-0.5%	1.6%	-1.1%	-0.8	1.8%
14) CC1=C(C(=O)Nc2cc(C(=O)NCCCOC(C)C)ccc2C)SCCO1
    1.8	3.3	4.7	11.5%	-4.7%	0.0%	2.0%	6.1%	-1.6	10.3%
15) CCc1nnc(NC(=O)C2CCCN2C(=O)Nc2ccc(C)cc2)s1 (centres undefined)
    1.3	-2.0	-4.0	15.8%	-3.3%	0.7%	-1.8%	-3.7%	-2.6	-15.7%
16) Cc1ccccc1CN(C)C(C)C(=O)NCc1ccccc1 (centres undefined)
    12.3	5.9	-2.5	0.5%	-3.3%	0.0%	2.6%	-1.4%	-19.7	10.2%
17) CCN(CC(=O)Nc1ccc(NC(C)=O)cc1)C(=O)CSC(=S)N1CCCC1
    -0.7	-6.2	54.5	-7.6%	-3.5%	-3.0%	10.4%	.	-31.3	9.4%
18) NC(=O)NNc1ncc(C(F)(F)F)cc1Cl
    -2.3	6.4	-5.0	-6.5%	-6.7%	1.7%	0.2%	-4.0%	2.4	0.6%
19) Cc1noc(/C=C/N(C)C)c1S(=O)(=O)N1CCN(c2ccc(F)cc2)CC1
    -4.0	11.4	-18.8	-11.0%	11.9%	?	-2.0%	-3.8%	3.0	12.8%
20) Cc1nn(C)c(C)c1NC(=O)Nc1cccc(C(F)(F)F)c1
    ?	-14.3	-6.8	-2.7%	-2.2%	1.9%	3.8%	2.6%	14.3	6.6%
21) CCOC(=O)CN[C@H]1CCC2C3CC=C4C[C@@H](O)CC[C@]4(C)C3CC[C@@]21C (some centres undefined)
    .	13.3	-10.3	-21.0%	.	12.6%	3.6%	-1.1%	-0.5	-17.7%

# Nine entries already listed, arranged by count of non-hydrogen atoms, smallest number first:
# Below each SMILES – TRPV1 agonist	KCNH2 WT inh	TSHR antag	ELG1 DNA repair	Mito fusion yeast	AT treatment	USP2a inh	TCR activator	KCNH2 3.1 block	Eya2 phos inh
18) NC(=O)NNc1ncc(C(F)(F)F)cc1Cl
    -2.3	6.4	-5.0	-6.5%	-6.7%	1.7%	0.2%	-4.0%	2.4	0.6%
3) COc1nc(OC)nc(N2CCCCCC2)n1
    0.8	-7.9	-0.7	2.9%	4.4%	.	-10.4%	-1.7%[46.1 µM]	1.0	0.2%
9) CCc1ccc2c(c1)C(NC(C)=O)C(=O)N2CC (centres undefined)
    -4.7	-5.3	18.0	0.4%	-6.5%	13.6%	-0.3%	-30.1%	4.5	3.4%
11) Fc1cnc(N2CCOCC2)nc1NCc1ccccc1
    -2.9	-10.3	-0.8	7.7%	0.4%	0.1%	1.8%	1.7%	-5.3	-21.5%
20) Cc1nn(C)c(C)c1NC(=O)Nc1cccc(C(F)(F)F)c1
    ?	-14.3	-6.8	-2.7%	-2.2%	1.9%	3.8%	2.6%	14.3	6.6%
8) Cc1ccc(Cl)c2c1NC(=O)C2(O)CC(=O)c1ccccc1O (centres undefined)
    2.1	-0.2	3.6	11.7%	-4.5%	2.1%	0.4%	1.7%[46.1 µM]	20.5	-6.7%
5) CCOC(=O)/C=C1\SCC(=O)N1CC(=O)NCCc1ccc(F)cc1
    2.0	-2.0	4.9	3.3%	4.0%	-0.6%	0.7%	-1.4%	-0.3	0.2%
14) CC1=C(C(=O)Nc2cc(C(=O)NCCCOC(C)C)ccc2C)SCCO1
    1.8	3.3	4.7	11.5%	-4.7%	0.0%	2.0%	6.1%	-1.6	10.3%
17) CCN(CC(=O)Nc1ccc(NC(C)=O)cc1)C(=O)CSC(=S)N1CCCC1
    -0.7	-6.2	54.5	-7.6%	-3.5%	-3.0%	10.4%	.	-31.3	9.4%

# Source: PubChem (National Center for Advancing Translational Sciences (NCATS))

# These rows are one share of the data, so the mix of outcomes need not match the whole.
